Vif-A3G inh: inhibitors of Vif-APOBEC3G interaction; actives 0.076% (n = 410,000); Q9HC16; HeLa A3G-eYFP + Vif (tagged APOBEC3G with the HIV-1 protein that degrades it), YFP fluorescence, overnight; Potency, µM (highest dose often 46.1 µM), inactives show top-dose activity, negative = active, usual class: inhibitors; AID 602310;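 note: potency is the fitted concentration of half-maximal effect; % is set by controls: 0 for no effect and ±100 for the full control effect; nearly all actives have a fitted effect of over 60% in size; hits raise eYFP signal because A3G escapes Vif-driven loss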
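Read-out is eYFP fluorescence (Ex 488/Em 500-530) from Vif-expressing HeLa A3G-eYFP cells; more signal means A3G escaped Vif-mediated degradation. Cells plated overnight, compound pinned in, incubated overnight at 37 deg C.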
D1 potentiator: human D1 dopamine receptor positive modulation; AID 504651; HEK293 TREx D1 cells, calcium flux, dopamine EC20 potentiation; actives 0.036% (n = 360,000); potentiation, % at 10 µM; in the data active = potentiation above about 30%; note: 0% is about no effect
GRP78 ERSR act: ER stress response induction in glioma; AID 602332; U87-MG GRP78 promoter luciferase reporter, 16 h; Potency, µM, without a hit: at the top dose activation, hits mostly activators; actives 0.02% (n = 420,000); note: potency is the fitted concentration of half-maximal effect; series mostly up to about 76 µM; % of control where 0% means no effect; nearly all actives have a fitted effect of over 35% in size
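Stably transfected U87-MG glioma cells carrying a GRP78-based luciferase sensor; 16 h compound incubation. Luminescence end-point read 10 min after Bright-Glo addition at room temperature.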
Vif-A3F inh: blocks the Vif interaction with APOBEC3F. actives 0.2% (n = 390,000). Potency, µM (titrated, usually from 46.1 µM), for inactives: at the highest dose activity, negative = active. HeLa A3F-eYFP + Vif (tagged APOBEC3F with the HIV-1 protein that degrades it), YFP fluorescence increase. AID 602313; note: potency is the fitted concentration of half-maximal effect; % of control where 0% means no effect; nearly all actives have a fitted effect of over 65% in size
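HeLa cells stably expressing Vif plus C-terminally eYFP-tagged A3F were seeded, incubated overnight at 37 deg C, dosed with compound, incubated overnight again at 37 deg C. Yellow fluorescence (Ex 488/Em 500-530) reported blocked Vif-mediated A3F-eYFP degradation.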
D1 agonist: agonists of human D1 dopamine receptor; HEK293 T-REx D1 cells, calcium flux, agonist mode; P21728; actives 1% (n = 360,000); activation, % at 2 µM; AID 504660; in the data active = activation above about 30%; note: 0% is about no effect
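Agonism was scored from calcium flux recorded over 180 s (1 read/s) after pintool compound addition, following a 10-cycle baseline. Cells were inducible force-coupled HEK293 TREx D1, plated overnight at 30 C and loaded with no-wash calcium dye.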
RXFP1 agonist: RXFP1 (human) receptor agonism; Q9HBX9; HEK293T-RXFP1 cAMP TR-FRET, 30 min; response scale: percent of porcine relaxin response, buffer zero; Potency, µM (top dose mostly 57.5 µM), for inactives: at the highest dose activation, actives largely listed as activators; actives 0.3% (n = 370,000); AID 2676; note: potency is the fitted concentration of half-maximal effect; % is set by controls: 0 for no effect and ±100 for the full control effect; nearly all actives have a fitted effect of over 60% in size; many of its hits are not listed in these tables
Target sequence (Q9HBX9 whole entry, looked up): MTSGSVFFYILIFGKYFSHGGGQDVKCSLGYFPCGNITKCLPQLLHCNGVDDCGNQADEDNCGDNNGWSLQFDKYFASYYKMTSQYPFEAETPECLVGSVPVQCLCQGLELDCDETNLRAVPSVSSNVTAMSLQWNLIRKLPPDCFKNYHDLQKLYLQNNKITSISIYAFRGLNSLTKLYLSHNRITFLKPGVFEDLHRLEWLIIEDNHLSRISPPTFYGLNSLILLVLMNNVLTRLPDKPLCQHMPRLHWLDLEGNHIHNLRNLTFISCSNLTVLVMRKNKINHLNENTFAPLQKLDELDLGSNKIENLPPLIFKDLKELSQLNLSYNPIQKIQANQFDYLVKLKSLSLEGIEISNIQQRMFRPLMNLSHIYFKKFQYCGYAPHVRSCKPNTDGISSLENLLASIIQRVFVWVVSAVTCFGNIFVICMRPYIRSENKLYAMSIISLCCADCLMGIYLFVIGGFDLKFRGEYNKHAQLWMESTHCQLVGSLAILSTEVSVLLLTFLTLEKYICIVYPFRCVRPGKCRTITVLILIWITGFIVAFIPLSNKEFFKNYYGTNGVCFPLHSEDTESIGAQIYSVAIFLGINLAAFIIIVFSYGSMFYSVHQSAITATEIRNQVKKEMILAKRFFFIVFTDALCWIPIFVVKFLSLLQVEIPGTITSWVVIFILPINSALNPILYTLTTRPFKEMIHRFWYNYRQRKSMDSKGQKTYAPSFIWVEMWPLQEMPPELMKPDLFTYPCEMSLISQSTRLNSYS
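HEK293T cells stably expressing RXFP1 were pretreated with the PDE4 inhibitor Ro 20174, exposed to compounds for 30 min at 37C, lysed, and cAMP was read by TR-FRET. Data normalized to buffer (basal) and 29 nM porcine relaxin (100%).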
D2 PAM: positively modulates the human D2 dopamine receptor allosterically. actives 0.34% (n = 340,000). P14416. potentiation, % at 10 µM. HEK293 T-REx D2, calcium flux, EC20 dopamine potentiation;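 active = potentiation over 3 SD above the plate norm, cut at about 30% in these data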; note: 0% is about no effect
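Using a no-wash calcium dye in inducible, force-coupled HEK293 Trex cells expressing D2, we tracked fluorescence each second for 180 s after compound, then for 180 s after EC20 dopamine to detect augmented signalling.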
RXFP1 antagonist: blocks the human relaxin receptor RXFP1. AID 1259400. actives 0.59% (n = 350,000). HEK293-RXFP1, relaxin-stimulated cAMP HTRF, 30 min; stronger effect = lower value. activity change, negative = inhibition, % at 57.5 µM. Q9HBX9;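 active = activity change of -60% or lower, but not beyond a set lower limit; inconclusive = change between -60% and -40%, or beyond the set limit; inactive = change above -40%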; note: % is set by controls: 0 for no effect and ±100 for the full control effect
D1 antagonist: blocks dopamine activation of the human D1 receptor; P21728; HEK293 TREx D1 cells, calcium flux, dopamine EC80; stronger effect = lower value; activity change, negative = inhibition, % at 10 µM; actives 3.2% (n = 360,000); AID 504652; in the data active = activity change below about -30%; note: % is set by controls: 0 for no effect and ±100 for the full control effect
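Compound effects on dopamine-evoked calcium signalling were measured in tetracycline-induced HEK293 Trex D1 cells. Dopamine at EC80 followed a 180 s compound pre-read, and fluorescence was tracked kinetically for 180 s more.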
* marks the source's active call; other numbers are inactive results. Unless noted, calls come from the whole dose curve; as a rule, active = well fitted curve in the direction sought with a large enough effect; inconclusive = small, poorly fitted or top-dose-only effect, or another doubt; inactive = no such curve, though single readings can be large; an effect the other way counts as inactive or inconclusive. This is a subset, so the mix of outcomes need not match the whole.

O=S(=O)(NCC1CCCO1)c1ccc2ccccc2c1 (stereo not drawn) was read as Vif-A3G inh 0.0%, D1 potentiator 1.7, GRP78 ERSR act -1.4%, Vif-A3F inh -0.8%, D1 agonist 1.5, RXFP1 agonist -0.5%, D2 PAM -1.6, RXFP1 antagonist 16.6 and D1 antagonist 8.9.
O=C(O)c1ccccc1C(=O)NNc1ccc(F)cc1F was read as Vif-A3G inh -10.2%, D1 potentiator -1.6, GRP78 ERSR act 3.0%, Vif-A3F inh -7.0%, D1 agonist 2.3, RXFP1 agonist -0.4%, D2 PAM 8.0, RXFP1 antagonist 11.2 and D1 antagonist -25.2.
Screening COc1ccc(-n2nnnc2-c2nc3ccccc3s2)cc1 returned Vif-A3G inh -6.2%, D1 potentiator 1.6, GRP78 ERSR act -8.2%, Vif-A3F inh -3.5%, D1 agonist -0.4, RXFP1 agonist inconclusive, D2 PAM 2.3, RXFP1 antagonist 1.9 and D1 antagonist -10.6.
Screening CCCCOC(=O)Cn1cnc2ccc(Br)cc2c1=O returned Vif-A3G inh 2.2%, D1 potentiator 0.6, GRP78 ERSR act -0.6%, Vif-A3F inh -9.2%, D1 agonist -0.9, RXFP1 agonist 2.8%, D2 PAM 5.0, RXFP1 antagonist 10.5 and D1 antagonist 1.3.
`COc1ccccc1NC(=O)CSc1nnc(CCC(=O)Nc2ccccc2F)n1C` gave Vif-A3G inh 1.0%, D1 potentiator -1.6, GRP78 ERSR act -1.3%, Vif-A3F inh 2.1%, D1 agonist 3.1, RXFP1 agonist 0.0%, RXFP1 antagonist -4.6 and D1 antagonist 3.8.
For O=C(NCCc1ccccc1)C1CCN(Cc2cccc3ccccc23)CC1 the results were Vif-A3G inh -1.3%, D1 potentiator -4.4, GRP78 ERSR act -1.4%, Vif-A3F inh 0.9%, D1 agonist 7.5, RXFP1 agonist 0.7%, D2 PAM -16.6, RXFP1 antagonist -11.2 and D1 antagonist -4.7.
For Cc1cc([N+](=O)[O-])nn1Cc1ccccc1F the results were Vif-A3G inh -2.0%, GRP78 ERSR act 0.9%, Vif-A3F inh -1.0%, RXFP1 agonist -0.2% and RXFP1 antagonist -15.9.
For CC(C)(C)NC(=O)C1N(c2cccnc2)C(=O)C2C(C(=O)Nc3ccccc3F)C3(C)C=CC21O3 (stereo not drawn) the results were Vif-A3G inh 5.6%, D1 potentiator -0.1, GRP78 ERSR act -0.3%, Vif-A3F inh 1.1%, D1 agonist 0.0, RXFP1 agonist 0.1%, D2 PAM -5.5, RXFP1 antagonist 37.1 and D1 antagonist -0.9.
For Cc1cc(=O)oc2c(C)c(OCC(=O)NCCc3ccc(S(N)(=O)=O)cc3)ccc12 the results were Vif-A3G inh 2.7%, D1 potentiator -4.6, GRP78 ERSR act 3.2%, Vif-A3F inh -6.7%, D1 agonist 6.4, RXFP1 agonist 2.2%, D2 PAM -1.5, RXFP1 antagonist 0.4 and D1 antagonist -6.2.
`CC(C)n1c(N2CCN(C(=O)Nc3ccc(F)cc3F)CC2)nc2ccccc21` gave Vif-A3G inh 1.2%, D1 potentiator 2.1, GRP78 ERSR act 11.3%, Vif-A3F inh 5.3%, D1 agonist 0.4, RXFP1 agonist -1.3%, D2 PAM 10.4, RXFP1 antagonist 13.0 and D1 antagonist 29.1.
`CCCS(=O)(=O)N1CCCC(C(=O)NCCCOC(C)C)C1` (stereo not drawn) gave Vif-A3G inh 4.0%, D1 potentiator -3.9, GRP78 ERSR act -3.1%, Vif-A3F inh 6.1%, D1 agonist 1.7, RXFP1 agonist 4.7%, D2 PAM 1.0, RXFP1 antagonist -1.0 and D1 antagonist -1.6.
Screening COc1ccc(NC(=O)COc2ccccc2)cc1Cl returned Vif-A3G inh -0.5%, D1 potentiator 0.6, GRP78 ERSR act 1.9%, Vif-A3F inh 5.2%, D1 agonist 1.1, RXFP1 agonist -1.4%, D2 PAM -9.9, RXFP1 antagonist -0.6 and D1 antagonist 5.8.
`COc1ccc(NC(=O)C(=O)c2cn(CC(=O)N3CCCC3)c3ccccc23)cc1OC` gave Vif-A3G inh inconclusive, D1 potentiator 6.7, GRP78 ERSR act -0.8%, Vif-A3F inh -14.2%, D1 agonist 0.1, RXFP1 agonist 5.2%, D2 PAM -0.3, RXFP1 antagonist 1.6 and D1 antagonist -9.7.
Cc1cc(C(=O)COC(=O)c2ccc(O)cc2O)c(C)n1-c1ccccc1 was read as Vif-A3G inh -0.6%, D1 potentiator -1.4, GRP78 ERSR act -0.4%, Vif-A3F inh -14.7%, D1 agonist 11.2, RXFP1 agonist -3.0%, D2 PAM -6.4, RXFP1 antagonist -87.2* and D1 antagonist -7.0.
`O=C(NC(=S)Nc1ccccc1N1CCCCC1)c1ccc(F)cc1` gave Vif-A3G inh -3.0%, D1 potentiator 0.8, GRP78 ERSR act -3.2%, Vif-A3F inh inconclusive, D1 agonist 6.8, RXFP1 agonist 2.0%, D2 PAM 17.6, RXFP1 antagonist -36.2 and D1 antagonist 18.3.
Screening Cn1c(SCC(=O)N2CCCc3ccccc32)ncc(C(=O)Nc2ccccc2)c1=O returned Vif-A3G inh 6.1%, D1 potentiator 4.2, GRP78 ERSR act -3.2%, Vif-A3F inh -15.4%, D1 agonist 0.0, RXFP1 agonist 1.9%, D2 PAM 10.1 and RXFP1 antagonist -9.5.
`CCc1cccc(CC)c1NC(=O)c1c(C)oc2ccc(O)c(CN3CCN(C)CC3)c12` gave Vif-A3G inh -0.1%, D1 potentiator 0.4, GRP78 ERSR act -0.4%, Vif-A3F inh 2.6%, D1 agonist -1.0, RXFP1 agonist -1.2%, D2 PAM -1.1, RXFP1 antagonist -2.4 and D1 antagonist -4.2.
Screening O=C(O)CC(NC(=O)c1ccco1)c1ccco1 (stereo not drawn) returned Vif-A3G inh 0.2%, D1 potentiator -1.1, GRP78 ERSR act -7.7%, Vif-A3F inh 0.7%, D1 agonist 0.2, RXFP1 agonist -2.8%, D2 PAM -0.6, RXFP1 antagonist 5.3 and D1 antagonist -2.9.
Screening Cc1ccc(-n2c(-c3ccc(Cl)cc3)c[n+]3c2CCC3)cc1 returned Vif-A3G inh -0.9%, D1 potentiator -3.2, GRP78 ERSR act -4.8%, Vif-A3F inh 2.7%, D1 agonist -0.4, RXFP1 agonist 4.0%, D2 PAM 5.2 and D1 antagonist 6.9.
Screening CN(C)c1ccc(CNC(=O)CN2C(=O)COc3ccc(S(=O)(=O)N4CCCC4)cc32)cc1 returned Vif-A3G inh -0.8%, D1 potentiator -5.6, GRP78 ERSR act 0.8%, Vif-A3F inh 1.1%, D1 agonist 1.5, RXFP1 agonist -3.0%, D2 PAM 0.1, RXFP1 antagonist -25.0 and D1 antagonist -7.4.
Screening Cc1ccc(NC(=O)COc2cccc3ccc(C)nc23)c(Br)c1 returned Vif-A3G inh -2.9%, D1 potentiator -6.0, GRP78 ERSR act -2.5%, Vif-A3F inh 1.4%, D1 agonist 6.1, RXFP1 agonist 1.9%, D2 PAM 0.8, RXFP1 antagonist -8.0 and D1 antagonist -18.7.
For O=C(NC1CC(=O)N(c2ccc(F)cc2)C1)C1CC1 (stereo not drawn) the results were Vif-A3G inh 2.2%, D1 potentiator -1.5, GRP78 ERSR act -4.7%, Vif-A3F inh 0.0%, D1 agonist 0.5, RXFP1 agonist -1.1%, D2 PAM -2.9 and RXFP1 antagonist 0.6.
Screening CC1CCCCN1C(=O)CSc1nnc(-c2cccc(Cl)c2)o1 (stereo not drawn) returned Vif-A3G inh 1.9%, D1 potentiator -1.1, GRP78 ERSR act 5.6%, Vif-A3F inh 1.5%, D1 agonist 8.4, RXFP1 agonist 1.7%, D2 PAM 2.9, RXFP1 antagonist -7.1 and D1 antagonist -8.4.
Screening CCCOc1ccc(N2CC(C(=O)Nc3ccccc3OC)CC2=O)cc1 (stereo not drawn) returned Vif-A3G inh 2.2%, D1 potentiator -1.4, GRP78 ERSR act -0.4%, Vif-A3F inh -10.7%, D1 agonist -0.1, RXFP1 agonist 7.6%, D2 PAM -3.6, RXFP1 antagonist -17.9 and D1 antagonist -4.0.
Cc1cc(N2CCCCC2)nc(SCC(=O)c2ccccc2)n1 was read as Vif-A3G inh -4.5%, D1 potentiator -2.4, GRP78 ERSR act -5.2%, Vif-A3F inh -4.8%, D1 agonist 0.6, RXFP1 agonist 0.5%, D2 PAM -2.6, RXFP1 antagonist -19.9 and D1 antagonist -24.1.
For CN[C@H]1CCc2cc(OC)c(OC)c(OC)c2-c2ccc(N(C)CC(OC)OC)c(=O)cc21 the results were Vif-A3G inh inconclusive, D1 potentiator 3.1, GRP78 ERSR act -9.3%, Vif-A3F inh -13.0%, D1 agonist 1.4, RXFP1 agonist 0.3%, D2 PAM 13.7, RXFP1 antagonist -0.3 and D1 antagonist 6.2.
Screening Cc1ccc(-n2nnnc2SCC(=O)N2CCc3ccccc3C2)cc1 returned Vif-A3G inh -1.2%, D1 potentiator -4.0, GRP78 ERSR act 6.2%, Vif-A3F inh 0.1%, D1 agonist -0.1, RXFP1 agonist 3.6%, D2 PAM -23.2, RXFP1 antagonist -10.4 and D1 antagonist 11.8.
For O=C(CCc1nnc(CCCCc2ccccc2)o1)N(CCO)Cc1ccccc1 the results were Vif-A3G inh -4.4%, D1 potentiator 6.5, GRP78 ERSR act -2.2%, Vif-A3F inh 15.2%, D1 agonist 1.9, RXFP1 agonist 0.1%, D2 PAM -0.7, RXFP1 antagonist 8.0 and D1 antagonist -2.8.

Bioassay records (PubChem)
